# ssDAF-12 act: S. stercoralis DAF-12 nuclear receptor activators, primary screen, cell-based, luminescence, HEK293, GRIP1 co-expression, lit1-tk-luc. HEK293 ssDAF-12/GRIP1 lit1-tk-luc reporter; % of 3 µM dafachronic acid response. 370,000 compounds, 1% hits. activation, % at 6.8 µM. Nuclear hormone receptor DAF-12 (Strongyloides stercoralis). AID 652126, 2013;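 active = activation above the mean over all tested compounds plus 3 SD, cut at about 0.9% in these data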;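 also: 0% = DMSO-only wells and 100% = 3 µM delta7-dafachronic acid wells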
# HGIII-sPLA2 inh: human group III sPLA2 inhibitors, primary screen, biochemical, QFRET, BODIPY PC-A2 liposome substrate; Group 3 secretory phospholipase A2 (Homo sapiens), Q9NZ20; QFRET BODIPY PC-A2 liposome hydrolysis, fluorescence; inhibition, % at 12.2 µM; 370,000 compounds, 0.56% hits; AID 743126, 2013;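 active = inhibition above mean plus 3 SD of compounds lying within the high and low control bounds, cut at about 19% in these data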;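 also: 0% = median of test compound wells and 100% = no enzyme DMSO wells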
# Target sequence (Q9NZ20 whole entry, looked up): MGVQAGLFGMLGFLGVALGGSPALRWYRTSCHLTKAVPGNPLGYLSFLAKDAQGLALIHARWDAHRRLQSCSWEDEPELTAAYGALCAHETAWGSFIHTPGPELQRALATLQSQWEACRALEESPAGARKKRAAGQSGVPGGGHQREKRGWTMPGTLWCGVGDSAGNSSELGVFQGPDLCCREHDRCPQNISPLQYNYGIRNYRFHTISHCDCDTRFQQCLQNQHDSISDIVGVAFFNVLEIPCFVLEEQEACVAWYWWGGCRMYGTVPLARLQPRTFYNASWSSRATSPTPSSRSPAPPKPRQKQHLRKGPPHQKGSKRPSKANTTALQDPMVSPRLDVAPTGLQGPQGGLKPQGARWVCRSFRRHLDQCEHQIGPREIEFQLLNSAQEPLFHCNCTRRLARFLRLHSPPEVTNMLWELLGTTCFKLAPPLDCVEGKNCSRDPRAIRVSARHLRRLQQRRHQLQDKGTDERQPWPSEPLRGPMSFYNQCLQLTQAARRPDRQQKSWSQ
# ADAM17 inh: ADAM17 inhibitors, primary screen, biochemical, QFRET. Disintegrin and metalloproteinase domain-containing protein 17 (Homo sapiens), P78536. recombinant ADAM17, EDANS/DABCYL FRET peptide cleavage. inhibition, % at 6.95 µM. 370,000 compounds, 0.83% hits. AID 720648, 2013;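 active = inhibition above the mean of compounds lying between control limits plus 3 SD, set per campaign, cut at about 8.5% in these data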;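 also: 0% = DMSO-only wells as the low control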
# DAX1 inh-1: DAX1 (NR0B1) inhibitors on StAR promoter, primary screen, cell-based, luminescence, SF-1 (NR5A1), full-length DAX-1; inhibition, % at 6.8 µM; AID 652010, 2013; 370,000 compounds, 1.1% hits; HEK293T StAR-luciferase reporter, SF-1/DAX-1 repression relief;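 active = inhibition above the mean over all tested compounds plus 3 SD, cut at about 3.6% in these data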;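 also: 0% = DAX-1 cells with DMSO and 100% = cells lacking DAX-1 with DMSO; higher inhibition means more luminescence from relief of DAX-1 repression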
# ADAM10 inh: human ADAM10 inhibitors, primary screen, biochemical, QFRET, HTS; recombinant ADAM10, EDANS/DABCYL FRET peptide cleavage, 3 h; 370,000 compounds, 0.62% hits; inhibition, % at 7 µM; AID 720582, 2013;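 active = inhibition above a per-campaign cutoff equal to the mean of compounds falling between control-based bounds plus 3 SD, cut at about 20% in these data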;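 also: 0% = DMSO wells while the 100% control is not disclosed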
# Target sequence (O14672 214-748 limits assumed): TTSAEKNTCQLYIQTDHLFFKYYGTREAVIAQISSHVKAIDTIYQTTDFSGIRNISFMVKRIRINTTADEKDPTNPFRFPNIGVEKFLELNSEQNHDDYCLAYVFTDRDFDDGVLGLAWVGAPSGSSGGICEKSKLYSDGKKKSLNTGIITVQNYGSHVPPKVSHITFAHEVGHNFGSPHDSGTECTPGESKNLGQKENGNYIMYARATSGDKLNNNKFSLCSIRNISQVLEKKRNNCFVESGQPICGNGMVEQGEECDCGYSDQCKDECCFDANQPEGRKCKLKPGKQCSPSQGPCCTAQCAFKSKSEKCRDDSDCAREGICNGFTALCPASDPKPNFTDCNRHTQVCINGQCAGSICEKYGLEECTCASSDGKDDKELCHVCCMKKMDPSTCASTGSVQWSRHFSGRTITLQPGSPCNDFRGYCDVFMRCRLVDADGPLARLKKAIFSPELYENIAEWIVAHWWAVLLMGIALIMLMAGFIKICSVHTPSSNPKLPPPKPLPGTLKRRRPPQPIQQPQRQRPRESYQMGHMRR
# PLCb3 inh: human PLC-beta3 inhibitors, primary screen, biochemical, fluorescence. AID 720704, 2013. 370,000 compounds, 0.18% hits. 1-phosphatidylinositol 4,5-bisphosphate phosphodiesterase beta-3 (Homo sapiens), Q01970. inhibition, % at 12.2 µM. Purified PLC-beta3, fluorogenic substrate; in the data active = inhibition above about 11%;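 also: 0% = median of compound wells on plate and 100% = full blocker control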
# hcDAF-12 act: H. contortus DAF-12 nuclear receptor activators, primary screen, cell-based, luminescence, HEK293, lit1-tk-luc reporter; activation, % at 6.8 µM; HEK293 hcDAF-12 lit1-tk-luc reporter; 0% DMSO, 100% Δ7-dafachronic acid; AID 652067, 2013; 370,000 compounds, 1.4% hits;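 active = activation above the mean of all tested compounds plus 3 SD, cut at about 5.5% in these data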;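 also: 100% = response to 3 µM Δ7-dafachronic acid high control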
# PLCg1 inh: PLC-gamma1 enzyme inhibitors, primary screen, biochemical, fluorescence, purified enzyme | inhibition, % at 12.2 µM | 370,000 compounds, 0.84% hits | AID 720700, 2013 | fluorogenic substrate; in the data active = inhibition above about 9.5%
# GAA850 FXN act: FXN promoter activators, primary screen, cell-based, luciferase luminescence, HEK293 lucGAA850. HEK293 lucGAA850 FXN promoter luciferase reporter, 24 h; percent of 10 µM SAHA response. activation, % at 6 µM. 360,000 compounds, 0.56% hits. AID 540364, 2011;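 active = activation above the average of all compounds screened plus 3 SD, cutoff fixed separately per campaign, cut at about 7.5% in these data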;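 also: 0% = DMSO wells and 100% = 10 µM SAHA wells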
# hgDAF12 agonist: H. glycines DAF-12 receptor agonists, primary screen, cell-based, luminescence, HEK293, GAL4 fusion, UAS-luciferase; activation, % at 6.8 µM; AID 687014, 2013; 370,000 compounds, 1.8% hits; Nuclear hormone receptor DAF-12 (Heterodera glycines), GAL4 fusion; HEK293 GAL4-hgDAF12 UAS-luciferase reporter, agonist luminescence; normalized to butyrate control;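 active = activation above a cutoff set at the mean of all screened compounds plus 3 SD, cut at about 10% in these data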;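 also: 0% = DMSO wells and 100% = sodium butyrate wells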
# DAX1 inh-2: DAX1 (NR0B1) inhibitors, primary screen, cell-based, HEK293, Gal4-DAX1, luciferase luminescence; inhibition, % at 6.75 µM; AID 504766, 2011; 340,000 compounds, 0.99% hits; HEK293 Gal4-DAX1 luciferase reporter;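 active = inhibition above the mean over all tested compounds plus 3 SD, cut at about 4.2% in these data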;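 also: 0% = DAX1-transfected cells with DMSO and 100% = empty-vector control cells with DMSO; inhibition shows as a rise in luminescence from relieved DAX1 repression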
# Numbers without * were called inactive; i = inactive; . = not tested or not shown. Compounds were not picked by outcome (roughly 6.9% active in at least one column).
smiles	DAX1 inh-1	PLCb3 inh	ssDAF-12 act	DAX1 inh-2	PLCg1 inh	HGIII-sPLA2 inh	GAA850 FXN act	hgDAF12 agonist	hcDAF-12 act	ADAM17 inh	ADAM10 inh
Oc1c(Br)cc(Cl)cc1C=Nc1ccc(N2CCOCC2)cc1	0.3	-82	0.0	.	-57	2	3.6	0.1	-0.7	-4	-1
COc1ccc(NC(=O)CSc2nc3nc(C)cc(C)c3c(=O)[nH]2)cc1OC	-1.1	-3	-1.3	0.5	3	5	-1.0	3.9	-0.1	-5	-5
c1ccc(N=P(c2nc3ccccc3o2)(N2CCOCC2)N2CCOCC2)cc1	1.4	-1	-1.1	0.4	1	7	2.4	5.1	-0.4	-3	-2
O=c1cc(COc2ccc(Cl)c(Cl)c2)nc2sccn12	1.0	-19	-0.9	0.9	-5	-2	1.4	-0.1	-0.7	-5	-8
CC1CCN(S(=O)(=O)c2ccc(C(=O)N3CCN(c4ccccc4F)CC3)cc2)CC1	-0.3	0	0.1	1.2	1	1	1.5	0.7	-0.2	-1	1
COc1cc(NC(=O)CN2C(=O)c3ccccc3C2=O)c(C(=O)O)cc1OC	-0.7	-1	-0.9	1.7	-1	5	2.5	-0.6	-0.6	-1	-14
Nc1cc2c(cc1[N+](=O)[O-])-c1ccccc1C2=NO	-0.9	-18	-1.4	-1.4	-9	-31	-0.7	7.7	-1.5	3	1
CCN(CC)S(=O)(=O)c1ccc(C)c(NC(=O)c2cc(C)oc2C)c1	-0.7	-6	-1.2	0.2	-1	-11	1.4	-1.5	-1.7	-1	8
CCOC(=O)c1c(C)[nH]c(C)c1C(=O)COC(=O)c1c(OC)cccc1OC	0.1	0	-0.9	-0.8	5	4	4.9	-1.6	0.8	-1	7
O=C(c1ccccc1F)N1CCN(Cc2nc3sc4c(c3c(=O)[nH]2)CCCC4)CC1	-0.9	-8	-1.3	1.9	-1	-12	-0.5	-1.5	-0.2	-1	0
Cc1ccc(C)c(OCc2nnc(SCC(=O)NC(=O)NCc3ccco3)o2)c1	-0.4	-9	-0.9	0.9	-2	-20	0.7	-3.3	-0.1	-2	-2
Cc1c(NC(=O)c2cc(CC(C)C)on2)c(=O)n(-c2ccccc2)n1C	0.1	0	-0.7	0.8	3	4	2.1	3.8	1.5	-1	-10
CN(Cc1ccccc1)C(c1ccnc2ccccc12)c1nnnn1-c1ccc2c(c1)OCCO2 (centres undefined)	-1.1	-2	-0.8	.	0	-6	.	-0.4	-0.3	3	3
COc1ccc([C@@H]2CC(=O)[C@@H]3CN(S(=O)(=O)c4ccc(Cl)cc4)[C@H](c4ccc(C)cc4)C[C@@H]3N2S(=O)(=O)c2ccccc2)cc1	0.2	-4	-1.4	.	4	-2	.	1.1	-0.9	3	-22
Cc1ccc(CN(Cc2ccccn2)C(=O)Nc2c(F)cccc2F)cc1	-0.1	-6	-1.5	-0.3	4	4	0.4	-1.0	-0.5	-2	-1
Cc1cc(Cl)ccc1OCCCC(=O)NCCCn1ccnc1	0.4	-4	-1.8	-1.3	1	-5	-0.2	-0.8	-0.3	-7	-12
CN(C)C(=O)CCc1ccc2c3c([nH]c2c1)[C@]1(CCc2ccccc2)[C@@H](C(=O)N2CCCCC2)C[C@H](CC(=O)NCCC2=CCCCC2)C(=O)N1CC3	0.0	5	0.1	-0.6	1	6	-0.5	-1.2	-0.2	-4	-15
Cc1ccc(S(=O)(=O)/N=C(\c2ccccc2)N(C)S(=O)(=O)c2ccccc2)cc1	-0.8	2	0.3	0.2	6	5	0.3	-0.8	-0.5	-4	2
CN(C(=O)c1ccc(NC(=O)Cc2cccc(NC(=O)C3CCCN(C(=O)C4CCC4)C3)c2)cc1)C1CCCC1 (centres undefined)	-0.3	2	-1.3	-1.0	2	-15	1.3	-1.7	-2.3	-5	2
O=C(O)c1ccc(CS(=O)c2cccc(C(F)(F)F)c2)o1 (centres undefined)	-0.1	4	-1.7	-0.3	3	3	0.2	1.8	-1.9	2	2
Cn1ccc2c(-c3cccc(C=O)c3F)cc3c(c21)C1CCC3C1 (centres undefined)	-0.3	-18	-0.9	.	-11	17	.	-0.7	-0.7	4	-10
COc1ccc(CN2CCN(C(=O)c3ccccc3F)CC2)c(OC)c1OC	0.5	-4	-1.6	0.7	-3	16	1.4	0.5	-0.9	-6	-4
O=C(CCC(=O)c1ccc(Br)cc1)Nc1cccnc1	-0.3	-7	-1.4	2.4	-2	4	0.0	-2.7	-1.7	-8	-12
CCCN(CCC)CCNC(=S)Nc1ccc2nc3n(c(=O)c2c1)CCCCC3	-1.0	-6	-1.8	-0.5	-4	3	-0.4	-0.7	-0.1	-6	-13
CC(C)C(NC(=O)OCc1ccccc1)C(=O)O (centres undefined)	-0.8	3	-1.6	1.1	1	2	-1.1	0.2	-1.8	-2	6
O=c1c2cc(-c3ccccc3)sc2nc2n1N=C(c1cccs1)CS2	1.2	-4	-0.4	.	-3	-5	5.0	7.1	4.9	-4	-4
CC(C)C(=O)NCCc1nc2ccccc2n1CCOc1ccccc1	-0.5	3	-1.4	0.3	3	-1	1.3	-0.8	-1.9	3	8
COc1ccccc1/C=C1\NC(=S)N(CC2CCCO2)C1=O (centres undefined)	-0.6	2	-1.2	-1.3	0	0	3.2	-1.6	-0.6	4	8
COc1ccc(NC(=O)C2CCCN(S(=O)(=O)c3ccc(C)cc3)C2)cc1OC (centres undefined)	-0.9	-1	-1.2	-0.1	2	-20	0.4	-2.8	-1.9	-7	-11
O=C(O)c1ccc(/C=N/NC(=O)c2ccc(NS(=O)(=O)c3cccs3)cc2)cc1	0.2	-9	-1.3	-0.8	4	1	-1.7	4.4	1.1	1	4
O=C(O)c1cccc(S(=O)(=O)N(Cc2ccccc2)c2cccc(C(F)(F)F)c2)c1	-0.4	-4	-0.8	0.1	2	-20	-0.3	-1.7	-0.5	-1	16
COc1ccc(CNCc2cccc(OC)c2OC)cc1Br	-1.4	-4	-1.2	-0.1	2	-5	-1.0	-2.7	-1.2	-4	-13
COc1ccc(CCNC(=O)CCc2nc3ccccc3[nH]2)cc1OC	0.2	-5	-1.2	-0.4	1	3	-1.7	4.9	-1.8	-1	7
CCCCN(CC)CCCNC(=O)c1cc2c(=O)n(CC)c3ccccc3c2s1	1.1	-87	-0.6	4.7*	-70	-7	-1.3	-0.2	1.9	-237	i
CC(C)(C)NS(=O)(=O)c1ccc(CCC(=O)Nc2ccc3c(c2)OCO3)cc1	-0.2	-2	-1.2	-0.3	-1	-10	0.8	2.1	-0.7	-7	-1
CCOc1ccc(Br)cc1S(=O)(=O)Nc1cccc(S(=O)(=O)N(C)C)c1	-0.4	1	-0.9	-0.1	1	-15	0.9	-0.6	-0.1	-1	1
COc1cc2[nH]c(=O)c(C(=O)NCc3ccc(C)cc3)c(O)c2cc1OC	0.1	0	-1.1	0.9	2	6	1.2	-0.3	-0.8	-5	-14
COc1ccccc1NC(=O)CCCc1c[nH]c2ccccc12	-0.3	-1	-1.1	-1.3	-4	-59	2.6	0.2	-1.5	0	0
Cc1ccc(C(=O)OCC(=O)NCC2CCCO2)c(C)c1 (centres undefined)	1.0	-8	-1.1	0.5	3	8	-0.2	2.0	2.4	-7	-7
Cc1cc(C)c(S(=O)(=O)Nc2c(C)n(C)n(-c3ccccc3)c2=O)cc1[N+](=O)[O-]	0.4	-1	-1.2	0.2	5	-10	-0.4	-0.2	-1.3	1	-2
C=CCn1c(COc2ccc3c(c2)CCCC3)nnc1SCC(=O)Nc1cccc(SC)c1	-0.5	0	-1.9	-0.9	-2	-37	-1.0	-0.1	-1.1	16*	31*
CCOC(=O)N1CCC(NC(=O)CCc2c(C)nc3c(c(C)nn3C(C)(C)C)c2C)CC1	-1.1	-3	-2.3	-2.5	-2	3	-5.0	-3.7	-2.9	3	-11
O=C(CSc1nnc(-c2ccccc2)o1)NC1CCS(=O)(=O)C1 (centres undefined)	-0.5	2	-0.9	-1.4	2	0	2.8	2.0	1.4	-1	-3
O=C(NCc1ccco1)c1cccc(-c2cncc3nccn23)c1	1.9	-242	-0.6	.	-207	6	1.8	2.1	1.0	-323	i
O=C1NCCc2c1[nH]c1c(Cl)ccc(Cl)c21	-1.1	-4	-1.5	-0.4	-3	-10	-3.0	1.6	-0.6	-11	-23
CCCn1cc(S(=O)(=O)c2ccc(C)cc2)c(=O)c2cc(OC)c(OC)cc21	-0.4	-16	-1.1	-0.3	-4	1	1.8	-2.7	3.0	1	-17
COc1ccc(-n2cc(CNCC3CC(=O)N(C4CC4)C3)c(-c3ccccc3Cl)n2)cc1 (centres undefined)	-0.1	-1	-1.5	1.2	0	-9	-2.7	0.5	-2.1	-2	-5
COc1ccc(Br)cc1CNC(=O)CCC(=O)n1nc(C)c2ccccc21	0.2	-13	0.5	0.3	0	6	0.7	4.1	3.8	-5	5
COc1ccc(C)cc1NC(=O)CCNS(=O)(=O)c1ccc2c(c1)CC(C)N2C(C)=O (centres undefined)	-0.4	-5	-1.1	0.0	-1	3	0.7	-3.1	-1.1	-6	-6
CSCC[C@H]1COC[C@@H](Cc2ccccc2)N1c1ccccc1	-1.8	1	-0.6	1.1	1	2	0.5	2.3	0.4	0	-8
CN(C)C(CNC(=O)C1CCN(S(=O)(=O)c2ccccc2)CC1)c1ccccc1 (centres undefined)	-0.3	2	0.0	0.1	2	-1	0.9	3.8	-1.0	-3	2
CC1CCCCN1C(=O)Cc1ccc(Cl)cc1 (centres undefined)	0.3	-1	-0.6	1.4	-1	5	1.6	1.7	0.1	2	3
O=C(C1CCN(S(=O)(=O)c2ccc(Cl)cc2)CC1)N1CCCC1	0.1	3	-1.4	0.6	4	4	-0.4	0.3	-1.3	0	17
COc1cccc(OCCNc2cc(Cl)ccc2[N+](=O)[O-])c1	0.0	0	-0.2	1.2	3	-5	1.7	5.2	-1.4	5	-24
O=C(N/N=C/c1ccc(O)cc1)c1cccc(N/N=C/c2ccc(O)cc2)c1	1.4	-21	-0.8	0.4	-13	-9	3.2	6.9	0.8	-2	3

# Screening results from PubChem.
